Source: PubChem BioAssay (several laboratories)
hERG rescue – hERG (human) protection from proarrhythmic block. Q12809. CHO-hERG, FluxOR thallium flux, dofetilide IC70 present. activation (rescue from dofetilide block), less the hit threshold, % at 10 µM. 310,000 compounds, 0.51% hits;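 active = activation above the mean of controls blocked by dofetilide plus 5 SD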;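 note: thallium influx through hERG after potassium depolarization seen as dye fluorescence rise; in these data hits start at about 4.7%; inactives centre near -7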
HDAC3 inhib – human HDAC3 inhibition; inhibition, % at 8.3 µM; 320,000 compounds, 0.15% hits; O15379; recombinant HDAC3, fluorogenic peptide/trypsin coupled, fluorescence; in the data active = inhibition above about 26%, passing the limit was not always enough; inconclusive = no clear call, values can overlap the other calls
GSK3A inh – blocks human GSK-3 alpha kinase. inhibition, % at 10 µM. ADP-Glo luminescence, 60 min. 320,000 compounds, 0.1% hits;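 in the data active = inhibition above about 50%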;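 note: GST-tagged GSK-3 alpha with peptide substrate and 25 µM ATP; 0% = DMSO neutral wells and 100% = GW8510 positive control wells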
Target sequence (P49840 whole entry, looked up): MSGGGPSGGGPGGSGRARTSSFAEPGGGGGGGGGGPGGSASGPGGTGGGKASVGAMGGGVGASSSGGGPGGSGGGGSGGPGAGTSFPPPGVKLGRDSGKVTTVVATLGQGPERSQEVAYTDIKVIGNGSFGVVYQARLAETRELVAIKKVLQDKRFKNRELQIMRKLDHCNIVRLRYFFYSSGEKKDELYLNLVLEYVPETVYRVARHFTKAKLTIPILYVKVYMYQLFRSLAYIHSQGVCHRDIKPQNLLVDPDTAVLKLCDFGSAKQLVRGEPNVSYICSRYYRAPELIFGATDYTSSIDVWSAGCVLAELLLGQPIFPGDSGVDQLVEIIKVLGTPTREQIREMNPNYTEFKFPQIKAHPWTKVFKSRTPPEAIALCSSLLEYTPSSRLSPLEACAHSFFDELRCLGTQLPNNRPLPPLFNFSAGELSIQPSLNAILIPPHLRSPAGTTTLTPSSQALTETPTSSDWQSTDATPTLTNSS
KCNK9 block – human KCNK9 channel inhibition | HEK293 KCNK9, FluxOR thallium flux fluorescence; active compounds read low | AID 488922 | 310,000 compounds, 1.2% hits | B-score at 10 µM;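 active = ratio B-score over 3 SD below the library mean, with starting fluorescence within 5 SD of its mean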;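 note: negative B-score means less thallium flux so channel inhibition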
GSK3B inh – inhibitors of human GSK3beta kinase | 300,000 compounds, 0.038% hits | AID 2097 | P49841 | activity score (negative = inhibition), % at 10 µM | GST-GSK3beta kinase, ADP-Glo luminescence, 60 min; active compounds read low;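 active = more than half of replicate wells score below -50%, meaning over 50% inhibition versus plate controls; inconclusive = some replicates but at most half score below -50%; inactive = no replicate scores below -50%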;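 note: 0% = median DMSO wells and -100% = median GW8510 positive control wells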
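test system = GST-tagged human GSK3beta kinase, cell-free | reagent = 25 µM ATP with peptide substrate | dosing = one dose of 10 µM per compound | schedule = 60 min reaction, RT | detection = luminescent ADP-Glo measurement of ADP formed | control set = DMSO neutral wells and GW8510 at 20 µM as positive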
KCNK3 inh – human KCNK3 channel inhibition, primary screen | O14649 | CHO-KCNK3 thallium flux, FluxOR fluorescence; active compounds read low | B-score at 10 µM | 340,000 compounds, 0.84% hits;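 active = B-score under library mean minus 4 SD, starting fluorescence ratio at most library mean plus 5 SD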;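 note: more negative B-score means stronger inhibition of thallium flux through KCNK3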
Target sequence (O14649 whole entry, looked up): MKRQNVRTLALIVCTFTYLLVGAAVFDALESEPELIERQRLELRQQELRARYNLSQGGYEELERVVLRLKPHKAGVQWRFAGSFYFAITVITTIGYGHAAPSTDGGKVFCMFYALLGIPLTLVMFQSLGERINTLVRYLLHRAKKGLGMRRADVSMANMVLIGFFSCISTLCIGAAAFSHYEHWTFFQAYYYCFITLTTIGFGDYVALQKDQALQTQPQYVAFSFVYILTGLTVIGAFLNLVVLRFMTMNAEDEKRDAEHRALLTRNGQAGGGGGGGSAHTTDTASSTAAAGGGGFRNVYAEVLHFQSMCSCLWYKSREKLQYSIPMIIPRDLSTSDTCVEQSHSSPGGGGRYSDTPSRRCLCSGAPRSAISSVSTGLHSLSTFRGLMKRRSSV
PolyA inhibitor – blocks polyadenylation in yeast reporter cells; S. cerevisiae SKY197-pL101 polyadenylation reporter, beta-gal luminescence; efflux-impaired pdr1/pdr3 knockout yeast; score 100 = 6 SD above DMSO; calls only at 12 µM; 300,000 compounds, 0.02% hits;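 active = lowest replicate activity score at least 50, where 100 means six control SD above control mean; inconclusive = lowest score under 50 but half or more replicates reach 50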;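 note: yeast exposed to compound for 9 h at 30 °C; higher score means more reporter readthrough which indicates perturbed polyadenylation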
KCNQ1 pot – potentiators or activators of human KCNQ1 potassium channel | P51787 | CHO-K1 KCNQ1, thallium flux FluxOR fluorescence; active compounds read high | B-score at 10 µM | 310,000 compounds, 0.35% hits;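 active = fluorescence ratio B-score, a plate-corrected score, at least three library SD, with initial intensity B-score within 5 SD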
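Assay system: stable KCNQ1 CHO-K1 line; medium: assay buffer, equal DMSO in all wells; timing: 90 min dye loading and 20 min compound exposure, both at room temperature; technique: kinetic FluxOR thallium fluorescence, 10-s 1-Hz baseline, 110-s post-stimulus read; read-out basis: B score of baseline-normalized fluorescence ratio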
RGS4 act – RGS4 potentiation or activation. B-score at 10 µM. AID 463111. HEK293 M3R/inducible RGS4, carbachol calcium flux Fluo4; active compounds read low. 310,000 compounds, 0.92% hits;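 active = B-score of the integrated calcium signal more than 4 SD below the library mean, with starting fluorescence not abnormally high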;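 note: negative B-score means reduced calcium response which marks RGS4 activation or potentiation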
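Also added: carbachol at ECmax as muscarinic agonist stimulus; Assay system: HEK293 cells with stable M3R and inducible RGS4; Timing: overnight RGS4 induction, 30 min dye load 37 °C, 20 min compound RT; Measured by: Fluo4-AM (2 µM) calcium-flux fluorescence, kinetic read.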
DYRK1A inh – inhibitors of rat Dyrk1A kinase | Q63470 | ADP-Glo luminescence, NFATc1 peptide | inhibition, % at 12.5 µM | 310,000 compounds, 0.43% hits | AID 504441; in the data active = inhibition above about 50%;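 note: plate controls were vehicle with enzyme for no effect and no enzyme for full effect; many of its hits are not listed in these tables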
KCNQ1 inh – blocks the human KCNQ1 potassium channel; B-score at 10 µM; 310,000 compounds, 1.3% hits; AID 2642; P51787; CHO-K1 KCNQ1, FluxOR thallium flux fluorescence; active compounds read high;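 active = compounds whose thallium flux B-score, printed positive for inhibition, exceeds three library SD while starting fluorescence stays within three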;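 note: channel opened by potassium depolarization with thallium stimulus after 20 min compound exposure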
* = called active by the depositor; i = inactive; ? = inconclusive; . = no result given. These rows are one share of the data; rates above refer to the full screens.

SMILES | hERG rescue | HDAC3 inhib | GSK3A inh | KCNK9 block | GSK3B inh | KCNK3 inh | PolyA inhibitor | KCNQ1 pot | RGS4 act | DYRK1A inh | KCNQ1 inh
COc1ccc(Cn2c(-c3ccco3)nc3oc4ccccc4c(=O)c3c2=O)cc1 | 3 | 3 | -3 | i | 3 | i | i | i | i | 0 | i
CCOC(=O)n1c(=O)n(Cc2cccc(C)c2)c2ccccc21 | -10 | -1 | 0 | i | -2 | i | i | i | i | -4 | i
CCOC(=O)c1ccccc1NC(=O)C1CSC2(C)CCC(=O)N12 (centres undefined) | -13 | 1 | 9 | i | 3 | i | i | i | i | 2 | i
COc1ccc(NC2SC(=O)N(CC(=O)O)C2=O)cc1 (centres undefined) | -4 | -6 | 2 | i | 0 | i | i | i | i | 0 | i
Cc1cc(NCCO)nc(-n2nc(C)cc2C)n1 | -6 | 8 | 0 | i | -7 | i | i | i | i | 2 | i
N#C[C@@H]1N(Cc2ccccc2)C(=O)[C@H]2CC3C=CC21O3 (some centres undefined) | -5 | 8 | -3 | i | -1 | i | i | i | i | -10 | i
CC(C)Cc1nc(C#N)c(N2CCC(C(N)=O)CC2)o1 | -2 | 4 | 0 | i | -3 | i | i | i | i | -2 | i
CC1CC1C(=O)OCC(=O)Nc1ncc(Cl)cc1Cl (centres undefined) | -14 | -1 | 2 | i | 2 | i | i | i | i | 3 | i
Cc1cc(C)n(S(=O)(=O)c2ccc3ccccc3c2)n1 | -10 | -2 | -2 | i | 2 | i | i | i | -7.9* | -5 | i
CC(NC(=O)c1cc(S(=O)(=O)N2CCOCC2)cn1C)c1ccccc1 (centres undefined) | -12 | -11 | 0 | i | 0 | i | i | i | i | -3 | i
Cc1[nH][nH]c(=O)c1C(c1ccc(-c2cccc(C(=O)O)c2)o1)c1c(C)[nH][nH]c1=O | -6 | -5 | 6 | i | 5 | i | i | i | i | 12 | i
[O-]c1n[n+](-c2ccc(Cl)cc2)cc2ccccc12 | -6 | 4 | -1 | i | -3 | i | i | i | i | 7 | i
CCOc1ccc(N(CC(=O)Nc2cccc(C)c2)S(C)(=O)=O)cc1 | -10 | 4 | -2 | i | 4 | i | i | i | i | 4 | i
O=C(Cc1nc2ccccc2[nH]1)c1ccc([N+](=O)[O-])cc1 | -13 | -4 | 0 | i | -1 | i | i | i | i | -2 | i
CCOc1ccc(NC(=O)COc2coc(CN3CCc4ccccc4C3)cc2=O)cc1 | -12 | 3 | 5 | i | -1 | i | i | i | i | 10 | i
COc1ccc(C(=O)NNC(=O)C(=O)Nc2ccc(C)c(Cl)c2)cc1 | 97* | -1 | -1 | i | -1 | i | i | 58* | i | -7 | i
Cc1ccc(OCC(=O)Oc2ccccc2[N+](=O)[O-])cc1 | -5 | 2 | -2 | i | 3 | i | i | i | i | 14 | i
O=C(O)c1cccc(C(=O)O)c1Br | -1 | -3 | 1 | i | 0 | i | i | i | i | 16 | i
O=C(C[n+]1cccc(CNC(=O)c2ccc(OC(F)F)cc2)c1)c1ccccc1 | 1 | -10 | -1 | i | 0 | i | i | i | i | 18 | i
CC(=O)c1ccc(NC(=S)NCc2ccco2)cc1 | -10 | 5 | 0 | i | -1 | i | i | i | i | 2 | i
CCN1CCCc2cc(CN(CCN3CCOCC3)C(=S)Nc3ccc(OC)cc3)ccc21 | -7 | -4 | 0 | i | 2 | i | i | i | i | 10 | i
O=C1c2ccccc2C(=O)N1CC(O)COc1ccccc1Cl (centres undefined) | -4 | 5 | -4 | i | 4 | i | i | i | i | 2 | i
CCc1ccccc1NC(=O)C1CCCC1 | -7 | -9 | 2 | i | 2 | i | i | i | i | . | i
O=[N+]([O-])c1ccc(Nc2ccccc2F)nc1 | 2 | 3 | 1 | i | -2 | i | i | i | i | -2 | i
O=Cc1ccc(OC(=O)C2CC(=O)N(c3ccc(F)cc3)C2)cc1 (centres undefined) | -17 | -1 | 1 | i | 3 | i | i | i | i | 2 | i
C/C(=C/c1ccccc1)C(=O)N1CCN(c2ccc(F)cc2)CC1 | -5 | 4 | -1 | i | 2 | i | i | i | i | -3 | i
CN(C)CCN(C(=O)c1ccc(Br)s1)c1nc2cc3c(cc2s1)OCCO3 | -8 | 13 | -2 | i | 3 | i | i | i | i | 1 | i
Clc1cccc(Cl)c1COn1nnc2ccccc21 | -8 | -1 | 0 | i | -4 | i | i | i | i | 17 | i
Cc1ccccc1-c1nnc(-c2cccs2)o1 | -10 | -18 | -5 | i | 1 | i | i | i | i | 14 | i
CC(C)(C)n1ncc2c(=O)n(Cc3cccc(Cl)c3)cnc21 | -16 | ? | -4 | i | 0 | i | i | i | i | 2 | i

Individual results from the results shown:
In GSK3A inh, O=Cc1ccc(OC(=O)C2CC(=O)N(c3ccc(F)cc3)C2)cc1 (centres undefined) is entered as 1
In GSK3B inh, O=C(O)c1cccc(C(=O)O)c1Br is entered as 0

Carrying on.
SMILES | hERG rescue | HDAC3 inhib | GSK3A inh | KCNK9 block | GSK3B inh | KCNK3 inh | PolyA inhibitor | KCNQ1 pot | RGS4 act | DYRK1A inh | KCNQ1 inh
CCOC(=O)c1cnc2nc(Cc3ccccc3)[nH]n2c1=O | -5 | -4 | -3 | i | 1 | i | i | i | i | -10 | i
O=S1(=O)C=C(Sc2nnc(-c3ccccc3)o2)c2ccccc21 | -12 | -3 | -1 | i | 2 | i | i | i | i | 6 | i
COc1cc([N+](=O)[O-])ccc1NC(=O)COC(=O)CCS(=O)(=O)c1ccc(C)cc1 | -9 | 5 | -4 | i | 1 | i | i | i | i | 13 | i
Cc1cccc(Nc2ccncc2S(=O)(=O)NC(=O)NC(C)C)c1 | -5 | 0 | -6 | i | 2 | i | i | i | i | -2 | i
COc1ccccc1NC(=O)c1cc([N+](=O)[O-])ccc1NCCN1C(=O)CCC1=O | -5 | 3 | -3 | i | 0 | i | i | i | i | -4 | i
COCCn1c(SCC(=O)NC(=O)NCc2ccccc2)nc2ccccc21 | -7 | 6 | 2 | i | -2 | i | i | i | i | -4 | i
CCN(CC)c1nc(SCCOC(=O)Nc2ccccc2)nc(N(CC)CC)n1 | -23 | 2 | -2 | i | 1 | i | i | i | -8.8* | -7 | i
Cc1ccn2cc(C(=O)Nc3ccccc3N3CCOCC3)nc2c1 | -2 | . | 7 | i | 1 | i | i | i | i | . | i
Nc1nonc1N/N=C/c1c(O)ccc2ccccc12 | -9 | -3 | 5 | i | 1 | i | i | i | i | 5 | i
COc1cccc(-c2nn3c(-c4ccccn4)nnc3s2)c1 | -18 | 1 | 2 | i | -2 | i | i | i | i | 9 | i
COc1ccc([N+](=O)[O-])cc1N(CC(=O)N(C)C)S(C)(=O)=O | -3 | 3 | -1 | i | 1 | i | i | i | i | -2 | i
CCc1ccc(/C=N/NC(=O)Cc2ccc(OC)c(OC)c2)s1 | -6 | 4 | . | i | -1 | i | . | i | i | 13 | i
COc1ccc(C2c3ccc4ccccc4c3Oc3ncn(CCN4CCOCC4)c(=N)c32)cc1 (centres undefined) | -25 | 3 | 3 | i | -1 | i | i | i | i | -5 | i
CCSCCC(NC1=CC(=O)CC(C)(C)C1)C(=O)O (centres undefined) | -4 | 3 | -2 | i | -1 | i | i | i | i | -5 | i
COc1ccc(C(C)=O)cc1CSc1nc2ccccc2c(=O)n1-c1ccccc1 | -7 | 1 | -1 | i | -1 | i | i | i | i | -4 | i
O=C1CC(CC(=O)N/N=C/c2ccccc2[N+](=O)[O-])=NN1 | -1 | 12 | 1 | i | 1 | i | i | i | i | 0 | i
Cn1cc(/C=C(\NC(=O)c2ccccc2Cl)C(=O)NCCCn2ccnc2)c2ccccc21 | -13 | 8 | -1 | i | 2 | i | i | i | i | 0 | i
CCCOC(=O)C1[C@H]2C(=O)N(C(C)c3ccc(OC)cc3)C[C@]23C=C[C@H]1O3 (some centres undefined) | -7 | 2 | -1 | i | 3 | i | i | i | i | 3 | i
COc1ccc(CNC(=O)COC(=O)CCn2c(C)csc2=O)cc1OC | -13 | -1 | -3 | i | 3 | i | i | i | i | -7 | i
NS(=O)(=O)c1ccc(Nc2nc(-c3ccc(F)cc3)cs2)cc1 | -10 | 4 | 13 | i | -8 | i | i | i | i | 21 | i
C/C(CC(=O)Nc1ccccc1C(F)(F)F)=N\NC(=O)c1cnccn1 | -6 | 8 | -1 | i | -2 | i | i | i | i | 10 | i
O=C(COC(=O)c1cnc(Cl)c(Cl)c1)NCCC1=CCCCC1 | -9 | -6 | -2 | i | 2 | i | i | i | i | . | i
O=C(CN1CCCC1=O)NC1C2CC3CC(C2)CC1C3 (centres undefined) | -1 | -10 | -2 | i | 3 | i | i | i | i | 5 | i
C=CCN1C(=O)c2ccc(C(=O)OCC(=O)N(C)C3CCCCC3)cc2C1=O | -5 | 4 | -1 | i | -5 | i | i | i | i | . | i
COCCN(C(=S)Nc1ccc(Cl)cc1OC)C1CCN(C(C)=O)CC1 | -12 | -1 | -3 | i | 4 | i | i | i | i | 3 | i
C=C1CCC2C(C)(C)[C@@H](O)CC[C@@]2(C)[C@@H]1COc1ccc2ccc(=O)oc2c1 (some centres undefined) | -7 | -3 | -2 | i | -3 | i | i | i | i | 2 | i
NC(=O)CC(NC(=O)Cc1ccc(Br)cc1)c1ccc(N2CCc3ccccc3C2)c([N+](=O)[O-])c1 (centres undefined) | -3 | 1 | 0 | i | 2 | i | i | i | i | 5 | i
Cc1cc2nc(SCC(=O)O)nc(C)c2cc1C | -3 | -1 | -1 | i | 1 | i | i | i | i | -8 | i
COc1ccc(NC(=O)Cn2cccc2)c(OC)c1 | -9 | . | . | i | -1 | i | i | i | i | -2 | i
Cc1cc(Cl)ccc1OCC(=O)NNC(=O)c1cnccn1 | -11 | -18 | -8 | i | 0 | i | i | i | i | -3 | i
COC(C[C@H]1O[C@H]1[C@@H](O)COCc1ccccc1)OC | -6 | . | . | i | 2 | i | i | i | i | 4 | i
Cc1ccc(CN2CCNC(=O)C2CC(=O)NCc2csc(C(C)C)n2)cc1 (centres undefined) | -10 | 4 | -1 | i | 2 | i | i | i | i | 1 | i
